Assay outcomes: PubChem BioAssay, National Center for Advancing Translational Sciences (NCATS)
GAA spleen mod – inhibits or activates alpha-glucosidase in human spleen homogenate; P10253; 0.006% of 240,000 active; AID 2112; human spleen homogenate, 4-MU-alpha-glucoside fluorescence; Potency, µM (doses to about 79.9 µM), inactives show at the highest dose activity change, negative = inhibition, usual class: inhibitors;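 note: 0% = enzyme with vehicle and -100% = no enzyme basal signal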
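AC50 values come from Hill-equation fits of concentration-response data, normalized to no-enzyme and full-activity controls. Enzyme source: 1 ug human spleen homogenate; 1 mM fluorogenic 4-MU glucoside, pH 5.0 citrate buffer, 37 C, 40 min.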
L3MBTL1 block – inhibitors of human L3MBTL1; AlphaScreen L3MBTL1–H3K9me1 peptide binding; Potency, µM (top dose mostly 57.1 µM), without a hit: top-dose activity, negative = inhibition, actives largely listed as inhibitors; 0.66% of 230,000 active; note: nearly all actives have a fitted effect of over 60% in size
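AlphaScreen assay: L3MBTL1 (50 nM final) was preincubated 30 min at room temperature with biotinylated H3(1-15)K9me1 peptide (75 nM final), then 30 min with library compounds; streptavidin donor and nickel chelate acceptor beads (10 ug/mL final) added, 30 min dark.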
GAA inh – alpha-glucosidase (human) inhibition | P10253 | purified human GAA, 4-MU-alpha-glucoside fluorescence | Potency, µM (series often up to 76.9 µM), for inactives: at the top dose activity change, negative = inhibition, actives largely listed as inhibitors | 0.005% of 200,000 active | AID 1466;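 note: plate controls were uninhibited enzyme wells for no effect and no-enzyme background for full effect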
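Human enzyme at 4 nM with 400 uM 4-methylumbelliferyl-alpha-D-pyranoside, citrate/phosphate buffer pH 5.0, 0.005% Tween-20, 20 min at room temperature. Compounds up to 77 uM. 4-MU fluorescence (Ex 365/Em 440) read after NaOH/glycine stop; AC50 from Hill fit.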
RECQ1 inh – blocks DNA unwinding by human RECQ1. Potency, µM (top dose mostly 57.3 µM), for the others: at the top dose activity, negative = inhibition, most hits filed as inhibitors. 0.54% of 240,000 active. RECQ1 DNA unwinding, red fluorescence kinetic read. P46063;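 note: plate controls were vehicle for no effect and no enzyme for full effect; nearly all actives have a fitted effect of over 30% in size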
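50 nM RECQ1T1 preincubated 15 min with compound in Tris pH 8.0 buffer with MgCl2, DTT, Tween-20 and 2.5 ug/ml poly(dI-dC); started with 200 nM TAMRA/BHQ-2 forked duplex and 2 mM ATP. Unwinding read as fluorescence (525/598 nm), two reads 2 h apart.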
TR SRC2 fluor cs – counter-screen for TRb-SRC2 inhibitors: fluorescence interference | Potency, µM (series often up to 106 µM), without a hit: at the top dose fluorescence change, negative = quenching | 0.29% of 280,000 active | TRb/SRC2 Texas Red total fluorescence interference; active = well fitted curve in either direction with a large enough effect; inconclusive = small, poorly fitted or top-dose-only effect
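Human TRb ligand-binding domain at 0.6 uM with 20 nM Texas Red SRC2 peptide in Tris buffer containing 1 uM T3 and 5% DMSO, incubated with compound 5 h at ambient temperature. Total fluorescence (555/632 nm) calculated as parallel + 2 × perpendicular.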
TRb-SRC2 inh – inhibitors of human thyroid hormone receptor beta-SRC2 interaction; TRbeta-SRC2 peptide binding, fluorescence polarization; receptor liganded with 1 µM T3; Potency, µM (doses to about 106 µM), without a hit: top-dose activity change, negative = inhibition, actives largely listed as inhibitors; 0.065% of 280,000 active; AID 1469;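 note: plate controls were bound peptide for no effect and peptide without receptor for full effect; nearly all actives have a fitted effect of over 50% in size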
Target sequence (P10828 whole entry, looked up): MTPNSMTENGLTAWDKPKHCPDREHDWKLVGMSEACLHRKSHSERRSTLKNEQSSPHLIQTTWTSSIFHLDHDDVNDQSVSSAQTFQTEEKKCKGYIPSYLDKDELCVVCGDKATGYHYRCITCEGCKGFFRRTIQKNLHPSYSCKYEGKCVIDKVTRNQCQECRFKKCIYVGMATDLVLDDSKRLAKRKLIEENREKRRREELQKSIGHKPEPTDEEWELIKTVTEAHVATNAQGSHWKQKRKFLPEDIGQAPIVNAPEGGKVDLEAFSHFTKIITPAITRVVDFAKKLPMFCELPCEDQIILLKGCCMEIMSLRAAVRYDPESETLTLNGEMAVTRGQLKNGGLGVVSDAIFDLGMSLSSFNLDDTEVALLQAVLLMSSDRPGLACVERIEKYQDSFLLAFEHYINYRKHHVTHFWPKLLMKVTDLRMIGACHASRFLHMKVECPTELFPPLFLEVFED
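Fluorescence polarization of 20 nM Texas Red SRC2 peptide with 0.6 uM human TRb ligand-binding domain, in Tris buffer with 1uM T3 and 5% DMSO. Incubated 5 hr ambient; normalized to unbound and bound controls.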
RGS12 GoLoco inh – RGS12 GoLoco-Gai1 interaction inhibition. Gai1:RGS12 GoLoco peptide FP, rhodamine, 10 min. AID 880. P63096. 0.44% of 230,000 active. Potency, µM (titrated, usually from 61.6 µM), inactives show top-dose activity, negative = inhibition, actives largely listed as inhibitors; active = well fitted inhibition curve with a large enough effect, not every such curve was filed as active; inactive = no such curve, though single readings can be large or run the other way; note: nearly all actives have a fitted effect of over 30% in size; many of its hits are not listed in these tables
Target sequence (P63096 whole entry, looked up): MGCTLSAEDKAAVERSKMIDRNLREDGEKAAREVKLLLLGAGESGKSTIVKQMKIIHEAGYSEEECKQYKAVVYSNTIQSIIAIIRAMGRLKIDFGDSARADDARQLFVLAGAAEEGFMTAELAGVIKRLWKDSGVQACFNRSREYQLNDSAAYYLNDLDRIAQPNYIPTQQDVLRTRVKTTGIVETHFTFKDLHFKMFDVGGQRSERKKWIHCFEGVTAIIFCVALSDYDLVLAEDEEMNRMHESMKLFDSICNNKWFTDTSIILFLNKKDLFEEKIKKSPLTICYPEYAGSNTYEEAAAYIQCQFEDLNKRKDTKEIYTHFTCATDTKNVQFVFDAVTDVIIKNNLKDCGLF
GAA glycogen mod – inhibitors or activators of human alpha-glucosidase glycogen cleavage; Potency, µM (highest dose often 76.4 µM), inactives show top-dose activity change, negative = inhibition, hits mostly inhibitors; recombinant GAA, glycogen substrate, Amplex Red glucose oxidase fluorescence; 0.38% of 300,000 active; P10253;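 note: 0% = full enzyme reaction and -100% = no-enzyme basal signal; the screen sought inhibitors and activators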
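Recombinant human alpha-glucosidase (4 nM final) hydrolysed bovine liver glycogen (30 ug) for 40 min at 37 C in pH 5.0 citrate/phosphate with 0.01% Tween-20. Released glucose detected by glucose oxidase/Amplex Red, Ex 573/Em 610 nm. Compounds up to 77 uM; AC50 from Hill fits.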
Starred values were filed as active, the others as inactive; [ ] = another dose, or the depositor's remark. Unless noted, calls come from the whole dose curve; as a rule, active = well fitted curve in the direction sought with a large enough effect; inconclusive = small, poorly fitted or top-dose-only effect, or another doubt; inactive = no such curve, though single readings can be large; an effect the other way counts as inactive or inconclusive. Unless noted, % is set by controls: 0 for no effect and ±100 for the full control effect; potency is the fitted concentration of half-maximal effect. A portion of the library; the hit share may differ from the screen's.

Results for S=C(NCCc1ccccc1)NC1CC1 ?
GAA spleen mod: 0%; L3MBTL1 block: 1%; GAA inh: -6%; RECQ1 inh: -2%; TR SRC2 fluor cs: -3%; TRb-SRC2 inh: 3%; RGS12 GoLoco inh: 9%; GAA glycogen mod: 7%

What do the screens show for `O=C(Nc1nnc(SCc2ccccc2)s1)c1cccs1`?
GAA spleen mod: -4%; L3MBTL1 block: -5%; GAA inh: -9%; RECQ1 inh: inconclusive; TR SRC2 fluor cs: 1%; TRb-SRC2 inh: -3%; RGS12 GoLoco inh: 9%; GAA glycogen mod: 5%

Results for COC(=O)/C=C/S(=O)(=O)c1ccc(NC(C)=O)cc1 ?
GAA spleen mod: -9%; L3MBTL1 block: -4%; GAA inh: -11%; RECQ1 inh: inactive; TR SRC2 fluor cs: 2%; TRb-SRC2 inh: 0%; RGS12 GoLoco inh: -4%; GAA glycogen mod: 9%

How did Nc1ccn([C@@H]2O[C@H](CO)[C@@H](OP(=O)(O)O)[C@H]2O)c(=O)n1 do in these assays?
GAA spleen mod: 3%; RECQ1 inh: -2%; TR SRC2 fluor cs: 2%; TRb-SRC2 inh: inconclusive; RGS12 GoLoco inh: 8%

Results for CCNC(=O)Cn1cnc2c1c(=O)n(C)c(=O)n2C ?
GAA spleen mod: -5%; L3MBTL1 block: 5%; GAA inh: 0%; RECQ1 inh: -10%; TR SRC2 fluor cs: 0%; TRb-SRC2 inh: 1%; RGS12 GoLoco inh: 5%; GAA glycogen mod: 6%

How did CC(C)C(NC(=O)c1ccccc1F)C(=O)Nc1ccc2c(c1)OCO2 (stereo not drawn) do in these assays?
GAA spleen mod: 2%; GAA inh: -3%; RECQ1 inh: -16%; TR SRC2 fluor cs: 0%; TRb-SRC2 inh: -1%; RGS12 GoLoco inh: 15%; GAA glycogen mod: -6%

Results for NS(=O)(=O)c1ccc(NC2=CC(c3ccc(F)cc3)N(c3ccc(S(N)(=O)=O)cc3)C2=O)cc1 (stereo not drawn) ?
GAA spleen mod: 0%; RECQ1 inh: -23%; TR SRC2 fluor cs: -2%; TRb-SRC2 inh: 7%; RGS12 GoLoco inh: 8%; GAA glycogen mod: -6%

What do the screens show for `COc1ccc(N(CC(=O)NCCC2=CCCCC2)S(=O)(=O)c2ccc(C)cc2)cc1OC`?
GAA spleen mod: 3%; L3MBTL1 block: inconclusive; GAA inh: inconclusive; RECQ1 inh: inactive; TR SRC2 fluor cs: -2%; TRb-SRC2 inh: -4%; RGS12 GoLoco inh: -1%; GAA glycogen mod: 2%

How did CCOC(=O)/C(C(=O)Nc1ccc(Br)cc1)=C1/NC(C)(C)Cc2ccccc21 do in these assays?
GAA spleen mod: 3%; L3MBTL1 block: -2%; GAA inh: -1%; RECQ1 inh: -6%; TR SRC2 fluor cs: 0%; TRb-SRC2 inh: 3%; RGS12 GoLoco inh: -3%; GAA glycogen mod: 1%

Results for CCC(=O)Nc1c(C(=O)Nc2ccc3c(c2)OCCO3)oc2ccccc12 ?
L3MBTL1 block: 6%; GAA inh: -7%; RECQ1 inh: -8%; TR SRC2 fluor cs: -2%; TRb-SRC2 inh: -10%; RGS12 GoLoco inh: 7%; GAA glycogen mod: -2%

What do the screens show for `CCOC(=O)CSc1ccc2nnc(CCNS(=O)(=O)c3ccc(C)cc3)n2n1`?
GAA spleen mod: -10%; GAA inh: -3%; RECQ1 inh: -6%; TR SRC2 fluor cs: 0%; TRb-SRC2 inh: 9%; RGS12 GoLoco inh: 4%; GAA glycogen mod: 4%

How did Cc1ccc(C)c(S(=O)(=O)NCc2ccc(C(=O)NCc3ccccn3)cc2)c1 do in these assays?
GAA spleen mod: -5%; GAA inh: 2%; RECQ1 inh: -3%; TR SRC2 fluor cs: 0%; TRb-SRC2 inh: -9%; RGS12 GoLoco inh: 7%; GAA glycogen mod: 4%

Results for CCCCn1c(CNC(=O)C23CC4CC(CC(C4)C2)C3)nnc1SC(C)CC (stereo not drawn) ?
GAA spleen mod: -1%; L3MBTL1 block: 1%; GAA inh: -3%; RECQ1 inh: -6%; TR SRC2 fluor cs: -1%; TRb-SRC2 inh: -4%; RGS12 GoLoco inh: 4%; GAA glycogen mod: 0%

How did C/C(CCc1ccccc1)=N\NC(=O)C1C2CCCCC21 (stereo not drawn) do in these assays?
GAA spleen mod: -2%; GAA inh: -9%; RECQ1 inh: -12%; TR SRC2 fluor cs: 2%; TRb-SRC2 inh: -10%; RGS12 GoLoco inh: 2%; GAA glycogen mod: 0%

What do the screens show for `O=C(Nc1cccc2ccccc12)OC1C=CS(=O)(=O)C1` (stereo not drawn)?
GAA spleen mod: 0%; L3MBTL1 block: -9%; GAA inh: -1%; RECQ1 inh: -1%; TR SRC2 fluor cs: -3%; TRb-SRC2 inh: -20%; RGS12 GoLoco inh: 7%; GAA glycogen mod: 1%

Results for COc1cc(C2CC(=O)OC3=C2C(=O)CC(C)(C)C3)cc(OC)c1OC (stereo not drawn) ?
L3MBTL1 block: 28%; GAA inh: 2%; RECQ1 inh: inactive; TR SRC2 fluor cs: 0%; TRb-SRC2 inh: 2%; RGS12 GoLoco inh: 5%; GAA glycogen mod: -10%

What do the screens show for `CC1CC(C)CN(C(=O)c2cc3c(s2)CCC3)C1` (stereo not drawn)?
GAA spleen mod: 5%; GAA inh: -2%; RECQ1 inh: -6%; TR SRC2 fluor cs: -2%; TRb-SRC2 inh: 2%; RGS12 GoLoco inh: 3%; GAA glycogen mod: 11%

What do the screens show for `CN(C(=O)c1ccncc1)c1ccccc1`?
GAA spleen mod: -4%; RECQ1 inh: 8%; TR SRC2 fluor cs: 3%; TRb-SRC2 inh: 5%; RGS12 GoLoco inh: 4%[14.2 µM]; GAA glycogen mod: -10%

What do the screens show for `CCOC(=O)N1CCN(CC(=O)Nc2ccc(OC)cc2)CC1`?
GAA spleen mod: 1%; GAA inh: 3%; RECQ1 inh: inactive; TR SRC2 fluor cs: 0%; TRb-SRC2 inh: 1%; RGS12 GoLoco inh: 6%; GAA glycogen mod: -5%

What do the screens show for `COc1cc(C(=O)Nc2nnc(C(F)(F)F)s2)c([N+](=O)[O-])cc1OC`?
GAA spleen mod: -2%; L3MBTL1 block: -4%; GAA inh: 7%; RECQ1 inh: 1%; TR SRC2 fluor cs: -2%; TRb-SRC2 inh: -9%; RGS12 GoLoco inh: 11%; GAA glycogen mod: 9%

The closing two entries of the part above lead into the next.
What do the screens show for `CCOC(=O)N1CCN(CC(=O)Nc2ccc(OC)cc2)CC1`?
GAA spleen mod: 1%; GAA inh: 3%; RECQ1 inh: inactive; TR SRC2 fluor cs: 0%; TRb-SRC2 inh: 1%; RGS12 GoLoco inh: 6%; GAA glycogen mod: -5%

What do the screens show for `COc1cc(C(=O)Nc2nnc(C(F)(F)F)s2)c([N+](=O)[O-])cc1OC`?
GAA spleen mod: -2%; L3MBTL1 block: -4%; GAA inh: 7%; RECQ1 inh: 1%; TR SRC2 fluor cs: -2%; TRb-SRC2 inh: -9%; RGS12 GoLoco inh: 11%; GAA glycogen mod: 9%

How did O=C(/C=C/c1ccccc1Cl)N(Cc1ccccc1)C1CCS(=O)(=O)C1 (stereo not drawn) do in these assays?
GAA spleen mod: -7%; L3MBTL1 block: -5%; GAA inh: -8%; RECQ1 inh: -6%; TR SRC2 fluor cs: 5%; TRb-SRC2 inh: 4%; RGS12 GoLoco inh: -7%; GAA glycogen mod: 0%

What do the screens show for `Cn1nnnc1SCC(=O)Nc1ccc2c(c1)OCCO2`?
GAA spleen mod: 10%; L3MBTL1 block: 0%; GAA inh: 4%; RECQ1 inh: inactive; TR SRC2 fluor cs: 1%; TRb-SRC2 inh: -6%; RGS12 GoLoco inh: 10%; GAA glycogen mod: -1%

How did Cc1ccc(C)c(NC(=O)CN(C)C(=O)COc2ncnc3sccc23)c1 do in these assays?
GAA spleen mod: 3%; L3MBTL1 block: 7%; GAA inh: 5%; RECQ1 inh: -2%; TR SRC2 fluor cs: 1%; TRb-SRC2 inh: 2%; RGS12 GoLoco inh: 5%; GAA glycogen mod: 3%

How did O=C(N/N=C/c1cc([N+](=O)[O-])ccc1O)c1ccc2c(c1)OCCO2 do in these assays?
GAA spleen mod: -2%; L3MBTL1 block: 4%; GAA inh: -10%; RECQ1 inh: 6%; TR SRC2 fluor cs: 0%; TRb-SRC2 inh: -4%; RGS12 GoLoco inh: 20%; GAA glycogen mod: -2%

How did CCn1nc([N+](=O)[O-])c(C(C#N)c2nc3ccccc3n2C)c(Cl)c1=O (stereo not drawn) do in these assays?
GAA spleen mod: -1%; L3MBTL1 block: -13%; GAA inh: 2%; RECQ1 inh: inactive; TR SRC2 fluor cs: 1%; TRb-SRC2 inh: 0%; RGS12 GoLoco inh: -1%; GAA glycogen mod: -5%

What do the screens show for `CCOC(=O)C(CC)n1cnc2c(nnn2-c2ccc(C)cc2)c1=O` (stereo not drawn)?
GAA spleen mod: -4%; L3MBTL1 block: 3%; GAA inh: 4%; RECQ1 inh: -9%; TR SRC2 fluor cs: -1%; TRb-SRC2 inh: 8%; RGS12 GoLoco inh: 2%; GAA glycogen mod: 5%

What do the screens show for `COc1ccc(C(=O)NCc2ccc(-n3cccc3)cc2)cc1OC`?
GAA spleen mod: -4%; L3MBTL1 block: -17%; GAA inh: inconclusive; RECQ1 inh: 13%; TR SRC2 fluor cs: -2%; TRb-SRC2 inh: -9%; RGS12 GoLoco inh: -2%; GAA glycogen mod: 6%

Results for COC(=O)C1=C(Nc2ccccc2NS(=O)(=O)c2ccc(C(F)(F)F)cc2Cl)CSC1 ?
GAA spleen mod: 1%; RECQ1 inh: -7%; TR SRC2 fluor cs: -1%; TRb-SRC2 inh: 6%; RGS12 GoLoco inh: -3%; GAA glycogen mod: inconclusive

What do the screens show for `COCCNC(=S)NCc1ccc2[nH]c3c(c2c1)CCCC3`?
GAA spleen mod: 0%; GAA inh: -4%; RECQ1 inh: -6%; TR SRC2 fluor cs: -4%; TRb-SRC2 inh: 0%; RGS12 GoLoco inh: 1%; GAA glycogen mod: -14%
